# Assay outcomes from PubChem.
# DENV2 CPE rescue = inhibitors of DENV2 cytopathic effect, primary screen, cell-based, plate reader, single concentration. CPE inhibition, % at 9.99 µM. hit rate 1.7% among 350,000. DENV2-infected cells, cytopathic effect rescue; in the data active means CPE inhibition above about 20%, passing the limit was not always enough; inconclusive means no clear call, values can overlap the other calls; tested in BHK-21 cells;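 further: 0% = median of neutral control wells and 100% = median of positive control wells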
# SIRT5 inh = SIRT5 desuccinylase inhibitors, primary screen, biochemical, fluorescence imaging, single point, set 5. Purified SirT5, succinyl-peptide AMC, trypsin-coupled fluorescence. inhibition, % at 15 µM. hit rate 1.1% among 330,000. AID 652115, 2013; in the data active means inhibition above about 15%; inconclusive means no clear call, values can overlap the other calls
# Target sequence (Q9NXA8 whole entry, looked up): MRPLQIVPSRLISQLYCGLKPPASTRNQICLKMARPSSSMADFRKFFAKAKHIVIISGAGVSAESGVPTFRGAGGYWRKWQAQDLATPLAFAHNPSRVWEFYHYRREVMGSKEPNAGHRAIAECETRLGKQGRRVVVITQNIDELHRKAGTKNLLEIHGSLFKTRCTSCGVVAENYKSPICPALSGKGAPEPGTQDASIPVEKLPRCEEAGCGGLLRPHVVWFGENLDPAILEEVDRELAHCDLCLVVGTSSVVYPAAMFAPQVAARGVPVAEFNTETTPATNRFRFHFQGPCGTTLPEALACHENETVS
# S100A4 inh HTS = inhibitors of S100A4-myosin IIA peptide binding, primary screen, biochemical, fluorescence polarization, TAMRA-MyoIIA peptide; inhibition, % at 10.7 µM; hit rate 0.14% among 360,000; Protein S100-A4 (Homo sapiens), P26447;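 active means mean inhibition of at least 70% across replicates, with every replicate also reaching that level; inconclusive means mean inhibition reaches 70% but some replicates fall short; inactive means mean inhibition below 70%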
# Target sequence (P26447 whole entry, looked up): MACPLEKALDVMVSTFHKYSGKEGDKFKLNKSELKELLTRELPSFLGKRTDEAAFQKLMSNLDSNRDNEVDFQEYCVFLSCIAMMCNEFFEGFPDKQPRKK
#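 incubation = readout 5 min after mixing, signal stable up to 60 min | system = S100A4 monomer protein | buffer or medium = HEPES pH 7.2 with CaCl2, KCl, NaCl, DTT, Triton | benchmarks = neutral control DMSO, positive control TFP | also added = fluorescent myosin IIA peptide, 5 nM | compound dosing = one concentration per compound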
# Statin myotox sup = suppressors of statin myotoxicity in C2C12 myotubes, primary screen, cell-based, single point, plate reader. C2C12 myotubes + simvastatin, ATP luminescence, 48 h; scaled: DMSO 0, geranylgeraniol control 100. rescue of ATP level, % at 7.49 µM. hit rate 0.78% among 330,000. AID 602340, 2012;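 active means mean ATP rescue above about 67%, or every replicate alone reaching that limit, limit read from the data, passing the limit was not always enough; inconclusive means no clear call, values can overlap the other calls; inactive means mean under the limit and some replicate under it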;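 further: myotubes were challenged with 10 µM simvastatin during compound exposure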
# E-sel inducer = E-selectin induction in HUVECs, primary screen, imaging, HUVEC, immunofluorescence imaging, single point; normalized: neutral wells 0, TNF-alpha wells 100; P16581; activation, % at 7.58 µM; hit rate 0.37% among 260,000;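 active means mean E-selectin-positive cell signal at least 10% of the positive control, reached in at least 60% of replicates, without over 20% cell loss; inconclusive means no rule given, readout overlaps actives, possibly toxicity-flagged; inactive means the rest, including those meeting only one limit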;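 further: in these data hits start at about 27%; measured in HUVEC primary endothelial cells; signal is the percent of cells scored E-selectin positive by PE staining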
# Target sequence (P16581 whole entry, looked up): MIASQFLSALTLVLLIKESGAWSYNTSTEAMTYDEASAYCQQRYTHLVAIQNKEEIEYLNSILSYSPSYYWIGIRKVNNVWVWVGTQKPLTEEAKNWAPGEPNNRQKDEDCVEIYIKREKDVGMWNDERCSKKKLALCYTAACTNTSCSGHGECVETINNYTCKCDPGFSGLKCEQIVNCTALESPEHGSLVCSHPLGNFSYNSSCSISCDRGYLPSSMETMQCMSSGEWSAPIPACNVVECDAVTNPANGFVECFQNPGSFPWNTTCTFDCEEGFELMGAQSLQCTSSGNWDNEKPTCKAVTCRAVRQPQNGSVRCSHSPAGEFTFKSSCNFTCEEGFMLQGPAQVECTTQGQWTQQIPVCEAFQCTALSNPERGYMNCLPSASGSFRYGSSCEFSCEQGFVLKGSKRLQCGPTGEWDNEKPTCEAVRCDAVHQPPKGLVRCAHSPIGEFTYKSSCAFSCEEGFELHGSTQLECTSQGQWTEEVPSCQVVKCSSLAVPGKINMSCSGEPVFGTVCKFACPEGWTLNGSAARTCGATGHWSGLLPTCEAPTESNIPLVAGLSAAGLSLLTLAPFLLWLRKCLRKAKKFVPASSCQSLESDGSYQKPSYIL
#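 Test system: HUVEC | Signal: Immunofluorescence imaging | Read-out: Percent E-selectin-positive cells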
# ERp5 block = inhibitors of ERp5-driven insulin aggregation, primary screen, biochemical, turbidity, absorbance 650 nm, single point; Protein disulfide-isomerase A6 (Homo sapiens), Q15084; 90 min; inhibition, % at 9.99 µM; hit rate 0.05% among 350,000; AID 651711, 2012;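 active means mean replicate inhibition above about 25%, with every replicate also reaching it, limit read from the data, passing the limit was not always enough; inconclusive means only one of those two criteria met; inactive means neither criterion met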
# PglD inh = C. jejuni PglD acetyltransferase inhibitors, primary screen, biochemical, DTNB colorimetric, single point; UDP-N-acetylbacillosamine N-acetyltransferase PglD (Campylobacter jejuni); purified PglD enzyme, DTNB colorimetric CoA detection; inhibition, % at 12.5 µM; hit rate 0.098% among 360,000; AID 602405, 2012; in the data active means inhibition above about 16%, passing the limit was not always enough; inconclusive means no clear call, values can overlap the other calls; further: strong numbers were not always called active
# * = called active by the depositor; ? = inconclusive; . = not tested or not shown. A portion of the library; count on the stated rates, not on these rows.
SMILES,DENV2 CPE rescue,SIRT5 inh,S100A4 inh HTS,Statin myotox sup,E-sel inducer,ERp5 block,PglD inh
CN1C(=O)CSC1=Nc1cccc(Cl)c1,0,1,2,-3,-0.2,-2,-4
O=C1CSc2ccc(S(=O)(=O)N3CCN(c4ccccc4)CC3)cc2N1,?,-1,-1,-6,.,3,4
CN(Cc1ccccc1)C(=O)c1ccc(NC(=O)Cc2cccc(NC(=O)C3CCCN(C(=O)CCc4ccccc4)C3)c2)cc1 (centres undefined),-3,0,-5,-1,1.1,-3,6
CCCC(=O)N1CCC2(CC1)CN(C(=O)COC)[C@H](CO)c1c2c2ccc(OC)cc2n1C,6,1,4,.,-0.3,0,.
C[C@@H]1CN([C@@H](C)CO)C(=O)Cc2cc(NS(C)(=O)=O)ccc2O[C@@H]1CN(C)S(=O)(=O)c1cccs1,11,0,13,-31,0.1,-7,1
COc1ccc(C(=O)C2CCCN(Cc3ccc4c(c3)OCCO4)C2)cc1F (centres undefined),3,0,-3,2,.,6,4
CC(=O)Nc1ccc(/C=N/Nc2nc3ccccc3s2)cc1,?,1,1,-18,2.1,2,-1
NC(=O)[C@@H]1CCCN1C(=O)c1cc(COc2ccc(F)cc2F)on1,-7,0,3,18,.,-3,0
COc1ccc(/C=N/Nc2cc(C)nc(N3CCOCC3)n2)cc1,6,-3,4,.,0.9,3,.
Nc1nc(C2C(=O)CCCC2=O)cs1,5,5,-4,-7,.,6,.
CCCCNC(=O)N1CCC(CCC(=O)N(C)Cc2ccccc2)CC1,-4,3,-2,10,-0.1,3,4
COc1ccc2c(=O)c(N3C(=O)c4ccccc4C3=O)c(C)oc2c1,-5,3,4,22,.,3,1
O=C(NCc1ccccc1)[C@@H]1CCCN1C(=O)[C@H]1CCCN1C(=O)c1ccccc1C(F)(F)F,8,.,-2,.,-0.2,-3,.
N#Cc1ccc(-c2ccc(C3[C@H]4CNC[C@@H]3N4S(=O)(=O)c3ccc(-c4ccccc4)cc3)cc2)cc1 (some centres undefined),7,.,-19,.,0.1,5,.
O=C(C[C@H]1C[C@@H]2c3cc(NC(=O)C4CCOCC4)ccc3O[C@@H]2[C@H](CO)O1)NCc1ccc2c(c1)OCO2,6,1,24,-1,-0.5,-1,3
COc1cccc(NC(=O)[C@@H]2CCC(=O)N2C2OC(=O)c3ccccc32)c1 (some centres undefined),-4,.,5,4,.,1,0
CCNC(=O)Nc1ccc2c(c1)C(=O)N(C)[C@H]1CC[C@@H](CC(=O)N[C@@H](C)c3ccccc3)O[C@@H]1CO2,-1,8,66,-9,0.4,-2,5
Cc1cccc(S(=O)(=O)NCCc2cn3ccccc3n2)c1,-3,2,1,.,1.6,-1,.
CCCC(=O)Nc1cc(C)c(NC(=O)c2cccs2)cn1,-1,-7,-24,.,.,-7,.
Cc1cccc(NC(=O)C[C@H]2CC[C@H]3[C@@H](COc4ccc(NC(=O)C5CCC5)cc4C(=O)N3C)O2)c1,20,1,-10,-8,0.0,2,2
CO[C@@H]1CN(C)C(=O)c2cc(NC(=O)C3CCOCC3)ccc2OC[C@@H](C)N(CC2CCCCC2)C[C@H]1C,?,.,1,6,-0.2,.,3
O=C(Nc1nc2n(n1)C(c1ccccc1)C=C(c1ccccc1)N2)c1ccco1 (centres undefined),.,-2,-6,-3,.,3,-7
Cc1cc(NC(=O)c2cccc(Br)c2)n[nH]1,.,.,0,-3,0.3,-2,1
O=C(N[C@@H]1CC[C@H](CCNS(=O)(=O)c2ccc(F)cc2)O[C@@H]1CO)c1cnccn1,-6,10,-2,5,-0.7,3,-2
CN(Cc1cnn(C)c1)Cc1nc(C(c2ccccc2)c2ccccc2)no1,3,-7,-1,.,-0.1,-6,.
COc1cc(/C=C2\SC(c3ccccc3)=NC2=O)cc(Cl)c1O,11,-4,1,.,.,-9,.
CC(C)NC(=O)N(C)C[C@@H]1OCCCC[C@H](C)Oc2ccc(NC(=O)Nc3ccc(C(F)(F)F)cc3)cc2C(=O)N([C@@H](C)CO)C[C@H]1C,7,2,-5,.,.,4,-2
Cc1ccccc1NC(=O)CCCn1nc(C)c2c(C)n(-c3ccccc3)nc2c1=O,?,-7,-13,17,.,-1,-2
COc1ccc(-c2nnc(SCC(=O)Nc3cc(C)on3)n2C)cc1OC,10,-2,-9,1,.,2,1
COc1ccc(S(=O)(=O)NCC(c2cccnc2)N2CCN(C)CC2)cc1OC (centres undefined),-4,-1,-5,-5,0.0,6,4

# Reprinted at random: 5 entries already listed, in no set order.
SMILES,DENV2 CPE rescue,SIRT5 inh,S100A4 inh HTS,Statin myotox sup,E-sel inducer,ERp5 block,PglD inh
Cc1cc(NC(=O)c2cccc(Br)c2)n[nH]1,.,.,0,-3,0.3,-2,1
CN(Cc1cnn(C)c1)Cc1nc(C(c2ccccc2)c2ccccc2)no1,3,-7,-1,.,-0.1,-6,.
COc1cc(/C=C2\SC(c3ccccc3)=NC2=O)cc(Cl)c1O,11,-4,1,.,.,-9,.
Cc1cccc(NC(=O)C[C@H]2CC[C@H]3[C@@H](COc4ccc(NC(=O)C5CCC5)cc4C(=O)N3C)O2)c1,20,1,-10,-8,0.0,2,2
O=C(N[C@@H]1CC[C@H](CCNS(=O)(=O)c2ccc(F)cc2)O[C@@H]1CO)c1cnccn1,-6,10,-2,5,-0.7,3,-2

# Entries of single compounds as entered above. Screens in order: DENV2 CPE rescue | SIRT5 inh | S100A4 inh HTS | Statin myotox sup | E-sel inducer | ERp5 block | PglD inh
# CCNC(=O)Nc1ccc2c(c1)C(=O)N(C)[C@H]1CC[C@@H](CC(=O)N[C@@H](C)c3ccccc3)O[C@@H]1CO2 as listed: -1 | 8 | 66 | -9 | 0.4 | -2 | 5
# COc1cccc(NC(=O)[C@@H]2CCC(=O)N2C2OC(=O)c3ccccc32)c1 (some centres undefined) as listed: -4 | . | 5 | 4 | . | 1 | 0
# COc1ccc(-c2nnc(SCC(=O)Nc3cc(C)on3)n2C)cc1OC as listed: 10 | -2 | -9 | 1 | . | 2 | 1
# Cc1cccc(NC(=O)C[C@H]2CC[C@H]3[C@@H](COc4ccc(NC(=O)C5CCC5)cc4C(=O)N3C)O2)c1 as listed: 20 | 1 | -10 | -8 | 0.0 | 2 | 2
# O=C(Nc1nc2n(n1)C(c1ccccc1)C=C(c1ccccc1)N2)c1ccco1 (centres undefined) as listed: . | -2 | -6 | -3 | . | 3 | -7

# (listing goes on)
SMILES,DENV2 CPE rescue,SIRT5 inh,S100A4 inh HTS,Statin myotox sup,E-sel inducer,ERp5 block,PglD inh
C[C@@H]1CN([C@H](C)CO)C(=O)c2cccc(NS(C)(=O)=O)c2O[C@H]1CN(C)Cc1ccncc1,-2,-5,5,34,125*,-3,1
CCCN(CC(=O)Nc1ccccc1C)C(=O)c1ccc(C)c(S(=O)(=O)N2CCCCC2)c1,-2,1,-3,-9,0.3,1,1
COc1ccc(-c2cccc3[nH]c4c(c23)CCN2C(=O)[C@H]3[C@H](C)ON(C)[C@H]3C[C@@H]42)cc1,?,2,-14,.,0.0,-1,.
CCOC(=O)C1CCCN(C(=O)c2cncc(Br)c2)CC1 (centres undefined),?,.,7,3,0.0,-2,-2
O=C(Cn1nnc(-c2ccccc2Cl)n1)N1CCCCC1,1,-3,-4,2,3.4,0,-5
COc1ccc(NC(=O)CSc2nc(=O)n(CCN3CCOCC3)c3c2CCC3)cc1,12,0,0,2,.,-4,-3
Cn1c(COc2ccc(F)cc2)nc2ccccc21,-4,-7,0,-15,1.6,-1,1
COc1ccc(NS(=O)(=O)c2cc(NC(=O)Cn3cnc4c3c(=O)n(C)c(=O)n4C)ccc2C)cc1,?,3,-1,5,.,-4,-1
CCCS(=O)(=O)c1nc(S(=O)(=O)c2ccc(C)cc2)c(N2CCC(C(N)=O)CC2)s1,4,-4,5,8,.,1,-1
Cc1ccc(SCc2c(C(=O)N/N=C/c3ccccc3)nnn2-c2nonc2N)cc1,-8,1,2,.,0.0,6,.
COC(=O)c1cn(C(=O)c2ccc(Cl)cc2)c2ccccc12,1,-4,1,.,-0.1,-1,.
O=S(=O)(c1ccc(Br)cc1F)N1CCC(O)CC1,-1,3,-4,-2,-0.2,1,2
COc1cccc(C(=O)OCC(=O)N2CCc3ccccc3C2)c1OC,16,.,-3,5,-0.1,2,-5
COCCN(C(=O)c1ccc(OCC(C)C)cc1)c1c(N)n(Cc2ccccc2)c(=O)[nH]c1=O,-1,-6,13,3,-0.1,2,.
CC(=O)N1c2ccccc2C2CCCC[C@H]21 (some centres undefined),?,1,8,8,-0.1,0,-2
Cc1ccc(S(=O)(=O)CCC(=O)NC2CCCC2)cc1,-12,-5,-18,.,-0.4,5,-1
C[C@H]1CN([C@@H](C)CO)S(=O)(=O)c2ccc(/C=C/c3ccccc3)cc2O[C@H]1CN(C)C(=O)NC1CCCC1,?,19*,-7,24,-2.0,-5,2
Cc1cnccc1CN(C)Cc1cn(C)nc1-c1cccc(Cl)c1,4,3,1,-2,0.4,-11,2
Cc1ccc(-c2nnc(Nc3ccc4c(c3)OCO4)c3ccccc23)cc1S(N)(=O)=O,-6,0,-4,11,.,5,3
COc1cccc(N2C(=O)CC(c3c[nH]c4ccccc34)C2=O)c1 (centres undefined),.,.,2,-18,0.0,.,1
CCCN(c1ccc(OCC)cc1)c1ncnc2nc[nH]c12,-6,-2,-2,11,0.0,4,2
COC(=O)c1onc(-c2c(OC)cc(OC)cc2OC)c1C(=O)OC,17,-3,-5,.,0.9,5,.
CN1CCN(CC(=O)N2c3ccccc3Sc3ccccc32)CC1,4,-2,7,-2,.,-2,1
CCCn1c(CCc2ccccc2)n[nH]c1=S,12,0,-6,.,1.5,2,.
Cc1ccc(C(=O)NC(=O)CSc2ncccc2C(=O)O)cc1,2,-2,0,.,.,0,.
CSc1ccccc1NC(=O)C1CC(c2c(F)cccc2Cl)=NO1 (centres undefined),7,-1,-1,1,0.4,-2,-2
C=CCCC1CN(Cc2ccco2)S(=O)(=O)c2c(F)cccc2O1 (centres undefined),14,-1,-2,-13,-0.2,-3,-2
CC(=O)c1ccc(Nc2nc(C(N)Cc3ccc(C(F)(F)F)cc3)cs2)cc1 (centres undefined),15,.,-3,-17,0.1,3,-7
Cc1ccc(S(=O)(=O)Nc2ccc3c(c2)C(=O)N([C@@H](C)CO)C[C@H](C)[C@@H](CN(C)C(=O)Nc2ccc(C(F)(F)F)cc2)O3)cc1,?,16*,4,-74,0.2,-1,-153
CC(C)n1c(CN2CCN(Cc3ccccc3)CC2)nc2ccccc21,16,0,-7,-5,.,0,2
O=C1N2CCCCC1(c1ccccc1)CCCC2,40*,-4,1,.,.,5,.
CNC[C@H]1OCCCC[C@@H](C)Oc2ccc(NC(=O)Cc3ccccc3)cc2C(=O)N([C@@H](C)CO)C[C@H]1C,-9,3,8,13,-0.2,-2,0
CN(C)S(=O)(=O)c1cccc(NC(=O)c2ccc(S(=O)(=O)N3CCCC3)cc2)c1,4,0,-2,.,.,1,.
CCN1C/C(=C/c2ccc(N3CCOCC3)cc2)C(=O)/C(=C/c2ccc(N3CCOCC3)cc2)C1,.,-4,-7,.,.,5,.
O=S(=O)(N[C@@H]1CC[C@@H](CCn2cc(-c3cccc(F)c3)nn2)O[C@@H]1CO)c1ccccc1,-4,-4,-44,-3,0.7,0,-2
